Bioassay records deposited in PubChem by Broad Institute.
SR-BI DiI-HDL act: activators of SR-BI mediated HDL lipid uptake; CHO ldlA[mSR-BI] cells, DiI-HDL uptake fluorescence, 3 h; 100 = double the neutral-control signal; activation, % at 12.5 µM; 0.096% of 320,000 active; AID 504775;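 active means mean replicate activation of at least 60% and every replicate at or above 60%; inconclusive means mean or all-replicate condition met, but not both; inactive means mean below 60% and not all replicates reaching 60%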;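 further: 0% = median plate neutral-control signal and 100% = twice that signal; values of inactives mirror those of a sister screen read the other way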
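material = CHO ldlA[mSR-BI] cells | medium = Ham's F12 with 0.5% BSA, HEPES 25 mM, pH 7.4 | reagent = fluorescent DiI-HDL, 10 µg/mL final | compound dosing = single-point compound dose | incubation = 3 h, 37 °C | measured by = bottom-read fluorescence, 550/595 nm | measure = HDL uptake via cellular fluorescence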
SR-BI DiI inh: blocks mouse SR-BI lipid uptake from DiI-HDL; Q61009; ldlA[mSR-BI] CHO cells, DiI-HDL uptake fluorescence, 3 h; inhibition, % at 12.5 µM; 0.96% of 320,000 active; AID 488896;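 active means mean replicate inhibition of at least 70% and a set share of replicates each scoring 70 or more; inconclusive means meets just one of the two criteria; inactive means fails both criteria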;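 further: 0% = median of neutral control wells and 100% = median of positive control wells; values of inactives mirror those of a sister screen read the other way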
CAL PDZ FP-1: CAL PDZ (human) peptide binding inhibition | purified CAL PDZ, TMR-peptide fluorescence polarization, 1 h | Q9HD26 | 0.92% of 300,000 active | AID 602252 | inhibition, % at 24.9 µM;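 active means mean inhibition of at least 30% with at least half of replicates also reaching 30%; inconclusive means no clear call, values can overlap the other calls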;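 further: 0% = DMSO neutral control and 100% = excess unlabeled competitor peptide PRC23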
PfHsp90 yeast 2: growth inhibition of yeast expressing Plasmodium Hsp90; inhibition, % at 9.4 µM; 0.32% of 310,000 active; AID 504621; S. cerevisiae expressing PfHsp90, BacTiter-Glo ATP, 48 h; yeast lacking PDR1 and PDR3 efflux regulators;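 active means every replicate shows inhibition above about 80%, whatever the replicate mean, limit read from the data; inconclusive means mean inhibition reaches the set limit but some replicate falls short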;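 further: 0% = DMSO neutral controls and 100% = 20 µM radicicol positive controls; yeast relying on Plasmodium falciparum Hsp90 in place of its own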
PvdQ acylase: P. aeruginosa PvdQ acylase inhibition. purified PvdQ acylase, fluorescence plate reader. inhibition, % at 10 µM. 0.063% of 340,000 active. AID 488965; in the data active means inhibition above about 30%, passing the limit was not always enough; inconclusive means no clear call, values can overlap the other calls;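 further: 0% = vehicle neutral wells and 100% = reference inhibitor wells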
NSD2 HMT inh: inhibitors of human histone methyltransferase NSD2; NSD2 peptide methylation, AlphaScreen, 120 min; AID 743445; 0.54% of 310,000 active; inhibition, % at 12.5 µM; in the data active means inhibition above about 50%
CAL PDZ FP-2: blocks peptide binding to human CAL PDZ domain | inhibition, % at 20 µM | 0.02% of 330,000 active | purified CAL PDZ, TMR-peptide fluorescence polarization, 1 h | AID 504414;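 active means highest replicate inhibition of at least 40%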;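 further: plate controls were DMSO neutral control wells for no effect and unlabeled competitor peptide control wells for full effect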
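System: purified tagged CAL PDZ domain construct (CerCALP). Schedule: 1 h incubation at room temperature before polarization reading. Medium: 25 mM sodium phosphate pH 7.4, 150 mM NaCl, TCEP, IgG, Thesit. Read-out: percent inhibition from loss of millipolarization. Measured by: FP readout, S and P plane fluorescence. Probe or stimulus: fluorescent TMR peptide probe.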
Rtt109 HAT inh: C. albicans Rtt109 histone acetyltransferase inhibition. Q5AAJ8. 0.16% of 330,000 active. inhibition, % at 34.9 µM. AID 540336. purified Rtt109/Vps75, ThioGlo CoA-SH fluorescence, 4 h;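 active means inhibition of at least 50% in every replicate; inconclusive means best replicate reaches 50% inhibition but some replicates fall short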
MITF act: activators of MITF-driven TRPM1 promoter activity in SK-MEL-5 cells. SK-MEL-5 TRPM1-promoter luciferase, 24 h; % of positive control, neutral wells = 0. activation, % at 12.5 µM. 0.75% of 300,000 active. AID 588334;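 active means mean activation of at least 80% with every replicate also reaching 80%; inconclusive means mean reaches 80% but some replicate falls short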;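 further: 0% = neutral control wells and 100% = parthenolide positive control wells; values of inactives mirror those of a sister screen read the other way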
dFosB activator: mouse delta FosB homodimer activation. P13346. purified delta FosB, TAMRA-CDK5 oligo fluorescence polarization; percent of positive-control signal above neutral wells. activation, % at 25 µM. 0.99% of 340,000 active. AID 493131;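 active means mean activation above about 17%, with every replicate also reaching it, limit read from the data, passing the limit was not always enough; inconclusive means only one of the two conditions met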;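 further: fluorescence polarization rise as delta FosB binds a TAMRA Cdk5 AP-1 oligo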
* = called active by the depositor; ? = inconclusive; · = no result given.

SMILES	SR-BI DiI-HDL act	SR-BI DiI inh	CAL PDZ FP-1	PfHsp90 yeast 2	PvdQ acylase	NSD2 HMT inh	CAL PDZ FP-2	Rtt109 HAT inh	MITF act	dFosB activator
CCOc1ccc(S(=O)(=O)NN)cc1	19.0	-19.0	9.8	-4.7	-14.7	16.2	·	-12.0	-5.6	0.5
CC1CN(C(=O)c2cn3ccccc3n2)CC(C)O1 (stereo unspecified)	8.0	-8.0	-2.0	5.8	3.4	0.6	0.7	28.0	5.4	-1.0
CCCCNC(=O)c1nnn(-c2ccccc2)c1N	11.1	-11.1	23.7	7.4	-16.9	0.8	-1.5	6.1	29.6	-16.3
NC(=O)c1ccsc1NC(=O)COC(=O)c1c(F)cccc1Cl	8.6	-8.6	-4.2	0.9	-16.5	-0.2	-1.4	0.6	66.8	-5.8
CC(=O)c1cc(-c2ccccc2)n(CC(=O)Nc2cccc(C)c2C)c1C	18.9	-18.9	-1.5	3.6	-1.9	-0.1	-2.8	-7.6	1.6	13.9
CCOc1ccc(C(=O)Nc2ccc(NC(=O)c3ccco3)c(Cl)c2)cc1Br	-56.2	56.2	·	-16.4	8.5	-9.1	-1.2	-9.1	3.6	?
C#CCn1c(=NC(=O)c2cc(-c3cccs3)nc3ccccc23)sc2cc(S(N)(=O)=O)ccc21	-16.3	16.3	-1.2	-11.3	19.3	16.0	-1.5	·	16.3	1.4
CCn1c(N)c(C(=O)COC(=O)CCc2nc3ccccc3c(=O)[nH]2)c(=O)[nH]c1=O	6.9	-6.9	2.2	-10.6	-9.0	0.7	-3.7	-13.2	-2.7	-3.6
COc1cc(NC(=O)c2ccco2)c(OC)cc1NC(=O)Nc1ccc(Cl)cc1	-100.0	100.0*	-0.8	-9.7	-21.1	1.4	-3.0	10.9	-0.2	14.3
Cc1cccc(CN(C(=S)Nc2c(C)cccc2C)c2cccnc2)c1	-12.8	12.8	5.7	-10.2	7.3	3.4	-0.1	6.0	-0.1	-10.9
Cc1ccc(S(=O)(=O)NCCCOC(=O)Nc2ccncc2)cc1	8.8	-8.8	-0.6	-24.9	-21.3	-1.5	0.0	-1.5	-15.5	-0.9
CC1Cc2ccccc2N1S(=O)(=O)c1cccc2nsnc12 (stereo unspecified)	-17.4	17.4	-1.0	-5.9	-2.9	·	-2.5	4.0	-4.3	-0.6
CC(C)N(Cc1ccccc1)C(=S)Nc1cccnc1	15.7	-15.7	-9.0	15.8	-10.9	-1.4	-3.4	3.5	-0.5	-4.7
CCc1ccc(NC(=O)C2CCCN2c2nn3c(=O)cc(C)nc3s2)cc1 (stereo unspecified)	1.4	-1.4	·	1.5	-23.1	·	-3.1	1.4	8.5	-12.2
Nc1nc(-c2ccc(Cl)cc2)nn1C(=O)c1ccco1	-6.5	6.5	-0.6	1.5	?	-4.2	0.2	1.0	14.6	8.9
CCOc1cc(C(=O)N=c2sccn2C)ccc1OC(F)F	-18.0	18.0	-0.6	14.0	-0.6	-0.4	-3.5	10.8	36.0	-13.9
CCOC(=O)/C=C1\SCC(=O)N1CC(=O)NCCc1ccc(F)cc1	-15.5	15.5	-40.5	3.4	-18.2	-1.6	-0.9	4.8	-1.3	-1.7
COc1ccccc1C(=O)NCCCNC(=O)c1cccnc1	·	·	2.5	19.4	-5.7	-2.4	-3.1	-2.5	·	-3.8
Cc1ccc(SC(C)C(=O)NC(N)=O)c(C)c1 (stereo unspecified)	8.4	-8.4	·	-4.2	-11.1	-0.1	-0.4	4.2	9.7	-2.1
COC1(NC(=O)c2ccccc2)C(C)=CC(=O)C=C1C	15.4	-15.4	-2.5	-0.1	-12.1	9.6	0.2	-3.0	-2.9	-0.9
CN(C)C(CNC(=O)c1cc2ccccc2oc1=O)c1ccccc1 (stereo unspecified)	·	·	·	26.9	-1.7	3.0	-1.4	-0.6	98.9*	-2.2
Fc1ccccc1OCCCn1ccnc1	1.3	-1.3	5.6	12.9	-14.4	18.3	-1.2	-2.6	·	-12.4
CCOC(=O)c1c(NC(=O)c2cccs2)sc(C)c1CC	-26.6	26.6	-6.5	-27.1	1.6	-3.7	-0.9	3.0	4.0	-5.9
CC(O)CN(Cc1cccc(Cl)c1)CC(C)O (stereo unspecified)	8.8	-8.8	-9.0	·	-14.4	0.6	-0.2	0.9	-5.1	-2.5
CCOCCCNC(=O)C(NC(=O)c1ccc(=O)[nH]c1)c1ccc(Cl)cc1 (stereo unspecified)	9.2	-9.1	·	20.1	5.4	·	-0.1	14.9	-0.9	-7.6

Next part
SMILES	SR-BI DiI-HDL act	SR-BI DiI inh	CAL PDZ FP-1	PfHsp90 yeast 2	PvdQ acylase	NSD2 HMT inh	CAL PDZ FP-2	Rtt109 HAT inh	MITF act	dFosB activator
Cc1ccc(OCC(=O)Nc2ccccc2F)cc1	12.5	-12.5	·	-1.7	-17.2	·	-0.8	1.3	·	-7.2
O=C(Nc1ccc2c(c1)OCCO2)c1ccccn1	6.1	-6.1	1.6	48.8	14.2	-2.4	-0.6	·	-31.5	-11.9
Cc1ccccc1C(=O)c1cccn1CC(=O)NCCCN1CCCCC1	14.5	-14.5	-2.9	-8.3	-5.8	0.7	-1.4	-2.2	-4.4	-7.6
CCNC(=O)NC(=O)C(C)OC(=O)CCCc1nc2ccccc2s1 (stereo unspecified)	-0.2	0.2	-1.3	·	-6.7	-2.4	-1.4	0.0	-0.6	-3.7
COc1ccc(CN2CCC(C)CC2)cc1OCc1ccccc1	21.2	-21.2	-4.8	-6.3	-9.5	19.3	-0.5	2.0	·	-1.6
NC(=O)[C@@H]1CCCNc2c(I)cc([N+](=O)[O-])cc2C(=O)N[C@@H](CO)C(=O)N[C@@H](Cc2ccc(O)cc2)C(=O)N1	5.9	-5.9	-5.2	16.6	-0.9	·	-0.6	14.3	9.2	3.9
O=S(=O)(c1ccc(F)cc1)N1CCN(Cc2ccccc2C(F)(F)F)CC1	30.8	-30.8	-0.8	·	-4.7	-0.7	·	-4.7	·	1.6
Clc1nnc2ccc(-c3ccccc3)nn12	5.3	-5.3	1.9	-9.0	8.6	-2.9	-2.3	10.1	·	-2.9
CCCCN(C)Cc1c(O)ccc2c(-c3ccccc3)cc(=O)oc12	34.5	-34.5	0.1	-17.3	-5.5	10.7	-1.5	-23.9	·	-6.2
O=C(COC(=O)c1cccc(-n2cnnn2)c1)c1ccccc1	-10.3	10.3	-3.5	-6.4	-11.6	-1.4	-2.5	-4.3	11.2	-2.8
O=C(Cc1c[nH]c2ccccc12)N1CCN(S(=O)(=O)c2ccc(Cl)cc2)CC1	29.5	-29.5	-4.3	-0.2	-1.8	2.4	-1.4	4.7	-9.0	-13.7
Cc1ccc(S(=O)(=O)Nc2ccc3cc([N+](=O)[O-])ccc3c2[N+](=O)[O-])cc1	-6.1	6.1	-1.4	110.8*	2.0	29.8	-0.8	10.7	-18.3	3.4
COc1ccc(-c2csc(NC(=O)CSc3nc(C)nc4sc(C(=O)O)c(C)c34)n2)cc1	-11.3	11.3	-0.8	-44.4	-2.2	·	-1.1	-6.1	4.0	0.7
CSc1nc(=O)n(-c2ccccc2)c(C)c1C(C)=O	29.7	-29.7	-1.3	·	-7.5	-2.0	-2.7	·	·	2.5
COc1ccc(Cn2nnnc2C(c2ccccc2Cl)N2CCN(C3CCCC3)CC2)cc1 (stereo unspecified)	7.8	-7.8	-4.3	3.8	5.0	·	-0.9	4.9	-18.8	-2.3
CN(C)c1ccc(S(=O)(=O)NCC(=O)N2CCN(c3ccccc3)CC2)cc1[N+](=O)[O-]	8.5	-8.5	·	4.7	10.7	4.5	-0.3	6.3	-5.6	-5.4
O=C(Cc1cccs1)Nc1cccc(-c2ccc3nncn3n2)c1	·	·	0.9	-6.1	-5.8	5.8	-5.1	-3.1	-3.8	-27.9
Cc1ccc(-c2cc(-c3ccco3)c(C#N)c(=O)[nH]2)cc1	·	·	-0.8	-18.8	-10.9	4.2	-2.8	-5.4	·	-37.3
Cc1ccc(C2(O)CN(c3ccccc3)C3=[N+]2CCS3)cc1 (stereo unspecified)	-25.0	25.0	-1.8	8.2	1.0	-1.7	0.1	-1.5	6.3	-1.6
CS(=O)(=O)N(CC(=O)N1CCN(Cc2ccccc2)CC1)c1cccc(Cl)c1	7.7	-7.7	-5.2	-13.3	-20.0	-3.9	0.3	0.1	6.8	-4.1
CCOC(=O)C1=C(C)NC(C)=C(C(=O)OCC)C1C(=O)OCC(=O)NCc1ccccc1	33.7	-33.7	·	·	-14.0	-2.1	-0.6	-5.6	-13.7	-3.2
CCN(CC(=O)Nc1ccccc1C(F)(F)F)C(=O)CCOc1ccccc1C	-24.4	24.4	-2.7	12.3	-10.8	-1.5	-1.5	-1.1	1.8	-15.9
Fc1c(F)c(F)c(NC2=NCCCCC2)c(F)c1F	22.0	-22.0	0.1	-3.4	-4.5	-5.9	-0.3	-2.0	-12.2	-2.1
O=c1c2ccccc2ncn1/N=C/c1ccccc1	8.6	-8.6	-1.2	8.4	-4.6	-2.5	-0.9	-0.3	57.9	-7.1
O=C(Nc1ccc(N2CCOCC2)c(Cl)c1)c1cccc(F)c1	-42.7	42.7	·	15.3	6.8	-1.0	-0.5	-0.5	·	0.7

Further structures:
SMILES	SR-BI DiI-HDL act	SR-BI DiI inh	CAL PDZ FP-1	PfHsp90 yeast 2	PvdQ acylase	NSD2 HMT inh	CAL PDZ FP-2	Rtt109 HAT inh	MITF act	dFosB activator
Cc1cc(C)n2[nH]c(=O)c(N=Nc3ccccc3)c2n1	5.8	-5.8	-0.1	-1.6	-1.7	8.3	-0.4	17.0	-7.3	4.2
CCCCn1c(-c2sccc2C)n[nH]c1=S	9.9	-9.9	-2.3	17.1	-1.5	-1.0	0.0	12.5	-6.8	3.4
Cc1c(C#N)c(O)n(CCO)c(=O)c1N=Nc1ccc(S(N)(=O)=O)cc1	-7.2	7.2	·	23.2	1.6	-1.5	0.3	2.2	-17.4	-8.1
COc1cc(NC(=O)c2ccco2)c(C(=O)OCC(=O)c2c[nH]c3ccccc23)cc1OC	-43.3	43.3	-0.7	-11.4	-7.3	-0.8	-4.5	-2.7	9.1	38.6*
COc1cc(SC)ccc1C(=O)NCc1ccccc1	·	·	-2.5	5.3	4.0	-2.4	-0.7	2.4	14.6	6.3
O=C(COC(=O)COc1ccccc1Cc1ccccc1)Nc1cccnc1Cl	-7.4	7.4	-4.8	15.7	-14.8	-5.0	-1.1	-2.7	8.1	0.7

Not a hit list; 4.3% or so of the library scored in one or more.
